Source: PubChem
Mtb FBA inh – Mtb fructose-bisphosphate aldolase inhibition; purified M. tuberculosis FBA, fluorescence read-out; 360,000 compounds, 2.3% hits; inhibition, % at 1 µM; AID 588726; P9WQA3; in the data active = inhibition above about 27%;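 note: 0% = vehicle and 100% = reference inhibitor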
Target sequence (P9WQA3 whole entry, looked up): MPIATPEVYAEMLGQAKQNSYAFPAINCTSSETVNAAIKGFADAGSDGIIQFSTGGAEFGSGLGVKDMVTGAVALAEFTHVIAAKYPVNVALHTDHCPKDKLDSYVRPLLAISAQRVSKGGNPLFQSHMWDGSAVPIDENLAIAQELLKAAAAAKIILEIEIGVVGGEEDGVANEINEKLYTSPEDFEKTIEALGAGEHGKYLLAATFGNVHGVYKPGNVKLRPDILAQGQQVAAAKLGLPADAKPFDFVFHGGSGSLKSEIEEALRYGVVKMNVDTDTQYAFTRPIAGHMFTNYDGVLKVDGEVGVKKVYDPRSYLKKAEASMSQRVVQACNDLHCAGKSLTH
PrPC TRFRET – reduces human prion protein on the cell surface; P04156; cell surface PrPC, TR-FRET read-out; 370,000 compounds, 0.43% hits; inhibition, % at 13.8 µM; in the data active = inhibition above about 24%; note: 0% = median of the test wells and 100% = reference compound wells
GDH-TPI counter – inhibits GDH-TPI coupling enzymes, artifact for Mtb FBA screen; GDH-TPI coupled enzyme counterscreen, NADH absorbance; inhibition, % at 4.8 µM; 360,000 compounds, 1.2% hits; AID 588335;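 note: 0% = DMSO wells and 100% = wells lacking the enzyme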
BoNT F protease – BoNT F light chain protease inhibition; AID 588497; Multiplex microsphere protease cleavage assay, flow cytometry; inhibition, % at 10 µM; 360,000 compounds, 0.22% hits; in the data active = inhibition above about 35%, passing the limit was not always enough; inconclusive = no clear call, values can overlap the other calls; note: plate controls were buffer without enzyme for full effect and enzyme alone for no effect
Mtb UGM inh – blocks M. tuberculosis UGM enzyme; P9WIQ1; purified UGM, fluorescence polarization probe displacement; inhibition, % at 10 µM; 320,000 compounds, 0.06% hits; AID 504406; in the data active = inhibition above about 10%, passing the limit was not always enough; inconclusive = no clear call, values can overlap the other calls
Target sequence (P9WIQ1 whole entry, looked up): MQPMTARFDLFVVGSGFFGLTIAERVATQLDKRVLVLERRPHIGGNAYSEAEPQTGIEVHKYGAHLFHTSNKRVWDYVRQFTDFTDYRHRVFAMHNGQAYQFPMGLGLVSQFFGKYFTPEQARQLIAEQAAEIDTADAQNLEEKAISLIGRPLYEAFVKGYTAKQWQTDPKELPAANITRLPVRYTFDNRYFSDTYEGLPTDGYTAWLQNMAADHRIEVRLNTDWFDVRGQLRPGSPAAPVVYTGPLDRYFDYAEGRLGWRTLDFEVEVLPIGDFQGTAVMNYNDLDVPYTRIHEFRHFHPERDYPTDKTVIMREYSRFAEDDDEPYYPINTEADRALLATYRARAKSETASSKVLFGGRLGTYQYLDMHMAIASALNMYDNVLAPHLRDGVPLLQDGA
Mtb BioA inh – inhibitors of Mycobacterium tuberculosis BioA enzyme | purified M. tuberculosis BioA enzyme, plate reader | inhibition, % at 9.99 µM | 360,000 compounds, 0.096% hits; in the data active = inhibition above about 40%; inconclusive = no clear call, values can overlap the other calls
FadD28 binding – M. tuberculosis FadD28 bisubstrate binding inhibition; 360,000 compounds, 0.22% hits; inhibition, % at 12.5 µM; AID 588549; FadD28 bisubstrate probe binding, fluorescence polarization; in the data active = inhibition above about 8.5%, passing the limit was not always enough; inconclusive = no clear call, values can overlap the other calls
CCHF vOTU inh – CCHFV vOTU protease inhibition; Pep-AMC fluorescence; inhibition, % at 11.5 µM; 370,000 compounds, 0.55% hits; AID 651958; note: 0% = vehicle wells with enzyme and 100% = no enzyme wells
BoNT A protease – inhibitors of Botulinum neurotoxin A light chain protease; multiplex microsphere protease substrate cleavage, flow cytometry; inhibition, % at 10 µM; 360,000 compounds, 0.17% hits; in the data active = inhibition above about 30%; inconclusive = no clear call, values can overlap the other calls; note: plate controls were buffer without enzyme for full effect and enzyme alone for no effect
* = called active by the depositor; ? = inconclusive; . = no result given; & = joins results of further samples. Cut-off read from the data, not from the text of the source, unless noted: active = inhibition above about 30%; inactive = the rest.

SMILES | Mtb FBA inh | PrPC TRFRET | GDH-TPI counter | BoNT F protease | Mtb UGM inh | Mtb BioA inh | FadD28 binding | CCHF vOTU inh | BoNT A protease
Cc1nn(C)c(C)c1S(=O)(=O)N1CCCC(C(=O)NC2CCCCC2)C1 (configuration not stated) | 2 | -7 | 0 | ? | -1.9 | -1.1 | -4.3 | 11 | 0.2
Cc1nc2ccccc2n1-c1nc(-c2ccco2)cc(C(F)(F)F)n1 | -1 | -7 | 3 | -7 | 2.0 | -0.9 | 1.2 | -7 | -0.6
CSc1ncccc1C(=O)OCC(=O)c1[nH]c(C)c(C(C)=O)c1C | 1 | 4 | 13 | 0 | -4.5 | -2.2 | -0.7 | 16 | -0.7
COc1ccc(/C(O)=C2/C(=O)C(=O)N(c3ccccn3)C2c2cccc(Cl)c2)cc1 (configuration not stated) | -2 | 12 | 11 | -4 | 1.3 | -0.4 | -0.6 | -7 | 0.4
CC(=O)Nc1ccc(NC(=O)C(C)OC(=O)/C=C/c2cnc3ccccc3n2)cc1 (configuration not stated) | -2 | -5 | -6 | -6 | 3.5 | . | -3.2 | 10 | 0.2
CCn1cc(CN2CCC(n3nccc3NC(=O)c3ccc4c(c3)OCO4)CC2)c(C)n1 | -2 | -1 | 0 | -1 | -0.5 | -0.3 | 0.1 | 13 | -1.6
Cc1cccc(C(=O)OCCN2CCOCC2)c1 | -1 | 0 | -14 | 5 | -0.6 | -1.1 | -2.9 | 0 | 1.4
CCc1cc(=O)oc2cc(O[C@@H]3O[C@H](CO)[C@@H](O)[C@H](O)[C@H]3O)c(Cl)cc12 | 22 | 7 | 16 | 34 | 1.3 | -0.1 | . | -18 | -0.2
O=C(NCC(=O)N1CCN(C/C=C/c2ccccc2)CC1)c1ccc(OC(F)F)cc1 | 3 | -11 | 5 | -6 | 2.2 | -0.2 | -0.7 | 10 | -0.5
CCOCCCn1c(=S)[nH]c2cc(C(=O)NCC(OC)OC)ccc2c1=O | 0 | 4 | 5 | -9 | 0.6 | -0.1 | 0.1 | -5 | -0.7
COc1cc(/C=N/NC(=O)c2cc(-c3cccc(OC(C)C)c3)nc3ccccc23)ccc1O | 3 | -7 | 61* | . | -0.9 | -2.2 | 0.0 | 11 | .
CSc1ccc(NC(=O)C2(C)CCN2C(=O)c2ccccc2CCc2ccccc2)cc1 (configuration not stated) | -3 | 12 | 0 | 0 | . | -0.1 | -0.5 | 6 | 0.0
Cc1ccc(CSc2nnc(NC(=O)Cn3cnc4ccccc4c3=O)s2)cc1 | 1 | -4 | 3 | 1 | 2.6 | . | 0.1 | -10 | 0.8
CCCCN(CC)Cc1ccc(CNC(=O)Nc2ccc(OC)cc2OC)o1 | 3 | 0 | -2 | -5 | 1.7 | -0.7 | -2.0 | 0 | 0.6
O=C(c1cccnc1)N1CCN(Cc2ccc3c(c2)OCO3)CC1 | 1 | 4 | -1 | -5 | -2.6 | 1.3 | -0.4 | 3 | -1.7
CCOc1ccc2nc(Cl)c(C3CC(c4ccccc4)=NN3C(=O)c3cccs3)cc2c1 (configuration not stated) | 1 | -2 | 5 | 3 | 0.4 | . | -0.7 | -3 | 0.9
O=C(NCCC1CCCCN1S(=O)(=O)c1cccs1)C(=O)Nc1ccc(F)cc1F (configuration not stated) | 1 | -1 | 14 | 3 | 3.0 | 0.3 | -1.9 | 5 | 6.1
CC(=O)N/C(=C\c1ccccc1)C(=O)Nc1ccc(O)cc1 | 1 | 1 | 2 | 7 | -1.4 | . | -3.1 | -5 | 0.7
CCN(CC)c1ccc(C=Nc2ccc(C)cc2)c(O)c1 | -2 | 2 | 45* | 11 | 0.4 | -1.6 | -4.2 | 17 | 28
COc1ccc(C(=O)NNC(=O)C(NC(=O)c2ccccc2NC(=O)c2ccco2)C(C)C)cc1 (configuration not stated) | -4 | -8 | 8 | 0 | 0.3 | . | -2.1 | -2 | 0.0

Limited to Mtb FBA inh, for some of the entries so far:
molecule,Mtb FBA inh
CSc1ncccc1C(=O)OCC(=O)c1[nH]c(C)c(C(C)=O)c1C,1
COc1ccc(/C(O)=C2/C(=O)C(=O)N(c3ccccn3)C2c2cccc(Cl)c2)cc1 (configuration not stated),-2
CC(=O)Nc1ccc(NC(=O)C(C)OC(=O)/C=C/c2cnc3ccccc3n2)cc1 (configuration not stated),-2
CCn1cc(CN2CCC(n3nccc3NC(=O)c3ccc4c(c3)OCO4)CC2)c(C)n1,-2

(further entries)
SMILES | Mtb FBA inh | PrPC TRFRET | GDH-TPI counter | BoNT F protease | Mtb UGM inh | Mtb BioA inh | FadD28 binding | CCHF vOTU inh | BoNT A protease
CCC1(c2ccccc2)NC(=O)N(CC(=O)NCCN2C(=O)S/C(=C\c3cccnc3)C2=O)C1=O (configuration not stated) | 0 | -19 | 18 | -5 | -0.9 | 0.3 | -0.6 | -2 | 0.5
CCn1nnnc1SCC(=O)c1cc(Cl)ccc1OC | 2 | -2 | -3 | -6 | 0.6 | . | -3.3 | -2 | -0.9
Nc1cc(Cl)nc(N/N=C/c2c(O)ccc3ccccc23)n1 | 0 | -7 | 14 | -19 | -0.4 | . | 0.5 | 5 | 4.3
CCOC(=O)c1cnc(-n2nc(C)cc2C)nc1N(C)C | 6 | -1 | 6 | 2 | -1.3 | 3.4 | -2.3 | 8 | 0.4
Cc1ccc(/C=C(/C#N)C(=O)NC(C)c2ccccc2)o1 (configuration not stated) | -1 | 0 | 23 | 12 | 0.8 | -1.4 | -1.3 | 2 | 0.9
Cc1ccc(S(=O)(=O)NNC(=O)c2ccncc2)cc1[N+](=O)[O-] | -2 | 0 | 1 | -1 | -1.5 | -1.8 | -5.0 | -8 | 1.5
Cc1ccccc1Nc1nc(N)nc(CN2CCN(Cc3ccc4c(c3)OCO4)CC2)n1 | -1 | -13 | -7 | 0 | -1.1 | . | -3.4 | -3 | -0.2
Cc1ccc(NC(=O)CN2CCN(CCN=CC3=C(O)CC(c4ccc(C)cc4)CC3=O)CC2)cc1 (configuration not stated) | 1 | 4 | 8 | -6 | -0.9 | . | -2.4 | -3 | -0.8
O=C(NNC(=S)Nc1cccc(C(F)(F)F)c1)c1cccc(Cl)c1 | 0 | 4 | 6 | -13 | -0.2 | . | 2.1 | 10 | -0.4
C/C(=N\NC(=O)c1ccncc1)c1cccc(NC(=O)c2ccc(Cl)s2)c1 | 2 | 3 | 2 | -4 | 0.0 | 13 | -1.9 | 3 | 0.4
Cc1ccc(C(=O)NC(=S)N2CCN(C)CC2)cc1 | -2 | -5 | -7 | -3 | 0.9 | -0.8 | -2.0 | 10 | 0.0
Cc1cn([C@H]2C[C@H](O)[C@@H](CCC(=O)NCCCn3ccnc3)O2)c(=O)[nH]c1=O | 1 | 5 | 2 | 1 | . | 0.0 | -2.7 | 2 | -0.5
Cc1nn(Cc2c(F)c(F)c(F)c(F)c2F)c(C)c1NC(=O)c1c(-c2ccccc2)nn(-c2ccccc2)c1C | 2 | -6 | 13 | 5 | 1.4 | -1.0 | 1.0 | 2 | -0.2
Cc1ccc(S(=O)(=O)N(CC(O)CN2CCCC2)c2ccccc2)cc1 (configuration not stated) | 1 | 3 | 16 | 16 | -0.6 | -3.5 | -2.0 | -5 | 3.2
COCCCNC(=O)CNC(=S)N(Cc1ccccc1)Cc1cccnc1 | -2 | -7 | -1 | -6 | 0.7 | -0.8 | -2.6 | -17 | -0.4
CCN1CCN(c2nc3c(C)cccn3c(=O)c2/C=C(\C#N)S(=O)(=O)c2ccc(C)cc2)CC1 | -11 | 9 | 11 | -6 | -3.8 | 1.6 | -7.4 | 19 | 0.6
O=C(c1ccc2nc[nH]c2c1)N1CCN(S(=O)(=O)c2cccc(Cl)c2)CC1 | 8 | -2 | 6 | -9 | . | 8.3 | -1.5 | -6 | ?
Cn1c(=NC(=O)c2ccccc2[N+](=O)[O-])sc2cc(S(C)(=O)=O)ccc21 | -3 | -6 | 18 | -3 | -0.8 | 2.0 | -12 | -8 | -0.4
Cc1cc2nc(-c3ccc(SCc4ccccc4C#N)nc3)[nH]c2cc1C | 17 | 8 | 12 | -2 | 1.4 | 18 | -4.1 | -9 | 2.4
O=C(CSc1cn(Cc2ccccc2)c2ccccc12)Nc1nccs1 | 0 | 18 | 7 | -5 | 0.8 | -1.6 | -0.6 | 11 | -0.4

Entries of single compounds, looked up by structure. Values in the order: Mtb FBA inh, PrPC TRFRET, GDH-TPI counter, BoNT F protease, Mtb UGM inh, Mtb BioA inh, FadD28 binding, CCHF vOTU inh, BoNT A protease
Profile of Cc1ccccc1Nc1nc(N)nc(CN2CCN(Cc3ccc4c(c3)OCO4)CC2)n1 : -1, -13, -7, 0, -1.1, ., -3.4, -3, -0.2
Profile of Cc1nc2ccccc2n1-c1nc(-c2ccco2)cc(C(F)(F)F)n1 : -1, -7, 3, -7, 2.0, -0.9, 1.2, -7, -0.6

(more compounds)
SMILES | Mtb FBA inh | PrPC TRFRET | GDH-TPI counter | BoNT F protease | Mtb UGM inh | Mtb BioA inh | FadD28 binding | CCHF vOTU inh | BoNT A protease
CCn1cc(CN2CCC(C(=O)Nc3cccc(-c4cccc(F)c4)c3)CC2)cn1 | 1 | -8 | 0 | -2 | 0.9 | 1.5 | -3.9 | -4 | -2.9
CCOc1ccc(-n2c(C)cc(/C=C3/C(=N)N4C(=NC3=O)SN=C4S(C)(=O)=O)c2C)cc1 | 4 | -6 | -2 | 8 | 0.5 | . | -20 | 11 | 1.2
O=C(CCSCc1ccc(Cl)cc1)NCCc1ccccc1 | 2 | 2 | 3 | -7 | 0.5 | . | -1.1 | -5 | 0.1
Cc1ccc(S(=O)(=O)N2CCCCC2)cc1NC(=O)COC(=O)c1cccn1C | -1 | 8 | -1 | 2 | 0.1 | 0.9 | -1.4 | -4 | 3.7
O=C(NCC1CCCO1)C(=O)N/N=C/c1c(F)cccc1Cl (configuration not stated) | -7 | 4 | -7 | 14 | 0.3 | -0.9 | -1.8 | 1 | 0.3
CCN(c1ccccc1)S(=O)(=O)c1ccc(OC)c(NC(=O)c2ccc(=O)[nH]c2)c1 | 4 | -3 | 6 | -2 | -4.2 | -1.6 | -6.4 | 2 | 0.0
COC(=O)C1(C)CCCC2(C)C1CCC13OCC(CC21)C(O)(C(C)C)C3O (configuration not stated) | -1 | -1 | -5 | -1 | . | 0.1 | -2.9 | 5 | -0.4
COc1ccccc1NC(=O)c1cc2ccccc2o1 | 0 | 4 | -1 | -7 | 0.9 | -0.4 | -1.2 | 0 | -0.1
CN(CC(=O)Nc1ccc(Cl)cc1)C(=O)c1cccc(S(=O)(=O)N(C)C)c1 | -7 | 4 | 9 | 3 | . | . | -1.3 | 6 | 0.3
Cc1ccc(-c2c(C#N)c(N)n(-c3ccccc3C)c(=O)c2C#N)cc1 | -1 | -7 | 24 | -2 | . | 0.9&-1.4 | -3.7 | 2 | -0.3
COc1ccc2[nH]c3c(c2c1)CC(C)NC3=O (configuration not stated) | 121* | -4 | 15 | . | -0.2 | -0.4 | -3.0 | -53 | .
O=C(COC(=O)c1ccc(F)cc1F)Nc1ccc2[nH]c(=O)[nH]c2c1 | -2 | -2 | 8 | -8 | -1.8 | -1.2 | -0.1 | 3 | 0.0
CC(C)CN(CC(C)C)C(=O)CN1c2cccc3cccc(c23)S1(=O)=O | 6 | 1 | -9 | 22 | 3.6 | -0.1 | -2.2 | -6 | -1.8
Cc1cc(C)n(-c2ccc(NN=C(C#N)C#N)cc2)n1 | 1 | -9 | 3 | ? | -1.2 | -0.2 | -1.2 | -6 | -5.2
CCCn1c2c(c(O)c(C(=O)NCc3ccccc3)c1=O)CCCC2 | 2 | 10 | 9 | -11 | -0.8 | -2.7 | 0.5 | 2 | -1.2
O=C(COc1ccccc1)Nn1cnc2ccccc21 | 3 | -6 | 8 | -26 | 1.9 | -0.5 | 0.2 | 8 | -2.8
COc1ccc(S(=O)(=O)N(C)C[C@H]2Oc3ccc(NS(=O)(=O)c4cn(C)cn4)cc3C(=O)N([C@H](C)CO)C[C@@H]2C)cc1 | 2 | -11 | -10 | 2 | . | -0.2 | 0.8 | 13 | -0.4
Cc1cc(C)c(SSc2nnnn2-c2ccccc2)c(C)c1 | 2 | 3 | 2 | -2 | . | 0.1 | -0.1 | 4 | 0.2
Cc1nc2cc(-c3ccc(Cl)cc3)nn2c(C)c1CCC(=O)NCc1ccco1 | 5 | 9 | 13 | -18 | 0.7 | -0.6 | 0.0 | 15 | -0.8
